Source: PubChem BioAssay
TGFb inhibitor: blocks TGF-b signaling; HepG2 CAGA-GFP TGF-b/SMAD3 reporter, GFP fluorescence, 18 h; TGF-beta stimulated, 500 pg/mL final; Potency, µM (titrated, usually from 46.1 µM), without a hit: at the top dose activity, negative = inhibition, usual class: inhibitors; actives 1.2% (n = 410,000); AID 588855; also: potency is read from the fitted curve at half-maximal effect; % is scaled to controls: 0 for no effect and ±100 for the full control effect; nearly all actives have a fitted effect of over 65% in size
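First, reporter cells (HEPG2 CAGA-GFP) rested 2 h at 37 degrees C. Next, compounds were pinned in and TGF-beta added to 500 pg/mL final. After 18 h, GFP was imaged per cell and summed per well.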
HepG2 viability: HepG2 cytotoxicity, counter-screen for TGF-b inhibitors; AID 588856; Potency, µM (titrated, usually from 46.1 µM), for inactives: at the top dose activity change, negative = cytotoxicity, hits mostly cytotoxic; HepG2 CAGA-GFP viability, ATP luminescence, 18 h; actives 0.76% (n = 410,000); also: potency is read from the fitted curve at half-maximal effect; some results filed as inactive show a strong effect at the top dose
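CellTiter-Glo luminescence gave cytotoxicity after 18 hours at 37 degrees C. The cells were HepG2 CAGA-GFP in 1% FBS DMEM, stimulated with 500 pg/mL TGF-beta after compound addition. %Activity was normalised to no-cell wells (complete cell-killing) and DMSO (no toxicity), and curves were fitted and classified.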
Nrf2 inh: inhibitors of Nrf2 signaling | A549 ARE-Fluc reporter, luciferase luminescence, 18-24 h | Potency, µM (doses to about 46 µM), for the others: at the top dose activity change, negative = inhibition, actives largely listed as inhibitors | actives 2.1% (n = 360,000); also: potency is read from the fitted curve at half-maximal effect; % is scaled to controls: 0 for no effect and ±100 for the full control effect; nearly all actives have a fitted effect of over 60% in size
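Nrf2 activity is the BugLite luminescence, read 15 min after reagent at room temperature, following CellTiter-Fluor cytotoxicity readout (30 min, 37C). Compound titrations were applied for 18-24 h to 5000 A549 ARE_Fluc cells/well in 5% FBS OPTI-MEM.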
Mm-Cpn inhibitor: M. maripaludis TRiC chaperonin inhibition. purified Mm-Cpn ATPase, ADP Transcreener TR-FRET. Potency, µM (highest dose often 76.9 µM), inactives show top-dose activity, negative = inhibition, hits mostly inhibitors. actives 0.031% (n = 330,000). AID 504842; also: potency is read from the fitted curve at half-maximal effect; % is scaled to controls: 0 for no effect and ±100 for the full control effect; nearly all actives have a fitted effect of over 80% in size
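Eu-cryptate anti-ADP/ADP-d2 competition gives a ratio inversely related to ADP. Enzyme at 25 nM was pre-exposed to compound for 10 min, then given 10 uM ATP for 30 min, 37°C throughout.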
CCT modulator: changes cytosolic chaperonin activity. purified chaperonin ATPase assay, HTRF ADP detection, 30 min. activity change, % (no concentration beside the values), hits read low. actives 0.3% (n = 360,000). AID 651819; in the data active = activity change below about -30%; also: % is scaled to controls: 0 for no effect and ±100 for the full control effect
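Enzyme 40 or 20 nM (batch-dependent) in Tris pH 7.4/KCl/MgCl2/DTT; cpd 76 uM single point; ATP 10 uM; 30 min 37 °C; Transcreener ADP HTRF detection, 30 min RT; ratio 665/615.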
Akt phos inh: blocks phosphorylation of Akt. Neuro2A IGF-stimulated pAkt S473 HTRF, 20 min; stronger effect = lower value. activity change, % for hits at 50 µM. actives 0.32% (n = 360,000); in the data active = activity change below about -80%; inconclusive = mostly about -51% to -80%; also: % is scaled to controls: 0 for no effect and ±100 for the full control effect
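Neuro2A cells (4,500/well, DMEM with 0.5% FBS) were treated with compound at a single 50 µM final concentration, stimulated with 6 nM IGF for 20 min at 37 °C, and lysed. Phospho-Akt Ser473 was read by HTRF as 665/615 ratio ×10^4.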
Abeta rescue: compounds reversing amyloid beta toxicity in yeast; yeast expressing A-beta42, growth rescue, OD600, 48 h; response scale: 0% DMSO, 100% iron-clioquinol control; Potency, µM (top dose mostly 46.1 µM), for the others: at the top dose growth rescue, most hits filed as activators; actives 0.063% (n = 410,000); AID 1347071; also: potency is read from the fitted curve at half-maximal effect; nearly all actives have a fitted effect of over 55% in size
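Growth rescue measured by 600 nm absorbance after 48 h yeast culture at 30 C with compound. Values normalized between DMSO and an equimolar ferric chloride plus clioquinol control.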
A549 tox: kills or reduces viability of A549 cells in Nrf2 counter-screen | A549 ARE-Fluc cells, CellTiter-Fluor viability, 18-24 h | Potency, µM (top dose mostly 46 µM), inactives show at the top dose activity change, negative = cytotoxicity, actives largely listed as inhibitors | actives 0.16% (n = 390,000) | AID 504648; also: potency is read from the fitted curve at half-maximal effect; % is scaled to controls: 0 for no effect and ±100 for the full control effect
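Cytotoxicity counterscreen: CellTiter-Fluor fluorescence was measured in A549 ARE_Fluc cells after 18-24 h of compound exposure in a concentration series. The subsequent BugLite luminescent read reports ARE-luciferase activity.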
Nrf2 activator: Nrf2 pathway activation; Potency, µM (top dose mostly 46.1 µM), without a hit: at the highest dose activation, hits mostly activators; actives 0.31% (n = 410,000); AREc32 ARE-luciferase reporter (MCF7-derived line), luminescence, 24 h; also: potency is read from the fitted curve at half-maximal effect; % of control where 0% means no effect; nearly all actives have a fitted effect of over 65% in size
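ARE-driven firefly luciferase activity in AREc32 cells measured after a 24 hr compound exposure at 37 deg C, using Steady-Glo reagent and a 30 min room-temperature hold.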
Active calls of the source: *; i = inactive; u = inconclusive; x = not tested or not shown. Unless noted, calls follow the shape of the dose curve; as a rule, active = well fitted curve in the direction sought with a large enough effect; inconclusive = small, poorly fitted or top-dose-only effect, or another doubt; inactive = no such curve, though single readings can be large; an effect the other way counts as inactive or inconclusive.

The line under a structure holds: TGFb inhibitor	HepG2 viability	Nrf2 inh	Mm-Cpn inhibitor	CCT modulator	Akt phos inh	Abeta rescue	A549 tox	Nrf2 activator
- CCN(CC)S(=O)(=O)c1cc(NC(=O)CNc2c(C)n(C)n(-c3ccccc3)c2=O)ccc1C
    -13%	-1%	u	2%	0.5	i	-5%	1%	0.0%
- CC1(C)Cc2c(sc3[nH]c(=O)n(CC(=O)NCC4CCCO4)c(=O)c23)CO1 (stereo unspecified)
    -1%	1%	15%	-1%	-0.8	i	-2%	-6%	-0.1%
- CN1CCN(c2ccccc2NC(=O)Cc2cn(C)c3ccccc23)CC1
    2%	0%	-14%	3%	-0.1	i	-6%	6%	0.6%
- Cn1cnnc1Sc1cc(N2CCN(S(=O)(=O)c3ccc(Cl)c(Cl)c3)CC2)ccc1[N+](=O)[O-]
    u	-16%	8%	0%	-1.3	i	1%	-11%	0.3%
- CCOC(=O)c1cnc2[nH]c3ccccc3n2c1=O
    -25%	-37%	12%	2%	0.8	i	7%	10%	-0.5%
- CSc1ccccc1NC(=O)CN1CC(C)OC(C)C1 (stereo unspecified)
    -3%	-2%	-15%	1%	-2.3	i	2%	0%	-0.1%
- Cc1cc2c(=O)n(C)c(SCC(=O)c3cc4ccccc4o3)nc2s1
    -9%	-22%	12%	-8%	0.2	i	-6%	-2%	2.8%
- CC(C)OC(=O)c1nnc(-c2ccccc2)nc1OC(C)C
    12%	7%	x	0%	0.0	i	-9%	16%	u
- Cc1ccccc1OCc1nc2ccccc2n1Cc1ccccc1Cl
    u	-41%	u	x	x	x	-6%	0%	11%
- CC1CN(C(=O)c2ccccc2)c2ccccc2NC1=O (stereo unspecified)
    -19%	0%	-3%	2%	-0.3	i	18%	-3%	-0.7%
- CC(C)N(C(=O)CN1CCN(S(=O)(=O)c2ccc(Br)s2)CC1)C(C)C
    u	3%	-3%	1%	-0.9	i	-14%	-1%	-0.5%
- O=C(O)/C=C/C(=O)OC1CC2CCC1C2 (stereo unspecified)
    0%	-3%	-2%	2%	-2.2	i	-6%	1%	5.8%
- Cc1cccc(NC2=C(Cl)C(=O)OC2NC(=O)c2ccccc2)c1 (stereo unspecified)
    -4%	0%	-7%	-2%	-1.5	x	-10%	-10%	-0.3%
- COc1ccccc1N(CC(=O)NCCc1ccccc1)S(C)(=O)=O
    -24%	4%	-17%	4%	-2.7	i	-6%	-5%	-0.8%
- Cc1ccc(NC(=O)C2CCCN(S(=O)(=O)c3cnc[nH]3)C2)cc1F (stereo unspecified)
    0%	9%	-4%	-1%	-2.0	i	6%	1%	-0.6%

The line under a structure holds: TGFb inhibitor	HepG2 viability	Nrf2 inh	Mm-Cpn inhibitor	CCT modulator	Akt phos inh	Abeta rescue	A549 tox	Nrf2 activator
- O=C(NCCCN1CCOCC1)C1CC(=O)N(CCc2ccccc2)C1 (stereo unspecified)
    0%	0%	18%	-1%	0.1	i	12%	-5%	-0.8%
- Cc1ccc(-c2[nH]ncc2/C=C(\C#N)C(=O)NC2CCCCC2)cc1
    u	-54%	u	-2%	-0.7	i	14%	-21%	-0.2%
- O=C(Nc1ccccn1)Nc1ccccc1[N+](=O)[O-]
    -4%	-3%	21%	3%	1.1	i	-5%	0%	4µM*
- C=CCOc1ccc(C2c3c(oc4ccc(C)cc4c3=O)C(=O)N2CCCN2CCOCC2)cc1 (stereo unspecified)
    9%	-35%	12%	x	x	x	-6%	-10%	-0.3%
- CN=C1c2cc3cc(OC)ccc3n2CCN1C
    u	1%	4%	-5%	-2.4	i	-16%	-6%	-0.3%
- COc1cccc(/C=C2\SC(=S)N(CCCC(=O)N3CCCCC3CCO)C2=O)c1 (stereo unspecified)
    u	-43%	-4%	-1%	-1.2	i	x	1%	7.6%
- CC(=O)c1c(O)c(C)c(O)c2c1OC1=Cc3c(c(C)nn3C)C(=O)C12C (stereo unspecified)
    3%	-1%	x	x	0.5	i	3%	x	0.0%
- COc1ccc(CNS(=O)(=O)c2c(C)[nH]c(C)c2C(=O)N2CCCCC2)cc1
    19%	11%	4%	1%	-0.1	i	9%	0%	-0.2%
- CCCCCCCNC1=CC(=O)CC(c2ccco2)C1 (stereo unspecified)
    0%	1%	23%	2%	-1.5	i	-10%	-2%	12%
- Cc1ccc(NC(=O)CSc2cccc[n+]2[O-])c([N+](=O)[O-])c1
    8%	1%	7%	-2%	0.6	i	16%	0%	0.2%
- O=C(NCc1ccccc1)c1cc(C2CCCCN2C(=O)CCCc2ccccc2)on1 (stereo unspecified)
    0%	-13%	x	x	-0.8	i	-14%	x	0.2%
- Cc1c(-c2nc(N)nc(Nc3ccc(F)cc3)n2)oc2ccccc12
    -1%	-1%	x	1%	-0.6	i	20%	u	2.4%
- COc1ccc(NC(=O)CSc2nnc(CC(=O)Nc3ccc(F)cc3)n2C)cc1
    16%	1%	2%	1%	-0.7	i	-10%	1%	-0.8%
- O=C(COC(=O)c1ccc(Cl)cc1Cl)Nc1cccc(S(=O)(=O)NC2=NCCC2)c1
    4%	-30%	u	-1%	1.7	i	-6%	1%	1.7%
- CN(Cc1ccccc1)C(=O)CCCn1c(=O)c2cccn2c2cccnc21
    1%	-6%	-13%	0%	-1.4	i	-9%	7%	11%

Reformatted as tab-separated lines: entries from further up
Compound	TGFb inhibitor	HepG2 viability	Nrf2 inh	Mm-Cpn inhibitor	CCT modulator	Akt phos inh	Abeta rescue	A549 tox	Nrf2 activator
Cc1c(-c2nc(N)nc(Nc3ccc(F)cc3)n2)oc2ccccc12	-1%	-1%	x	1%	-0.6	i	20%	u	2.4%
COc1ccc(NC(=O)CSc2nnc(CC(=O)Nc3ccc(F)cc3)n2C)cc1	16%	1%	2%	1%	-0.7	i	-10%	1%	-0.8%
O=C(COC(=O)c1ccc(Cl)cc1Cl)Nc1cccc(S(=O)(=O)NC2=NCCC2)c1	4%	-30%	u	-1%	1.7	i	-6%	1%	1.7%

Other entries.
The line under a structure holds: TGFb inhibitor	HepG2 viability	Nrf2 inh	Mm-Cpn inhibitor	CCT modulator	Akt phos inh	Abeta rescue	A549 tox	Nrf2 activator
- Cc1cccc(-c2nc(SCc3ccc(Br)cc3)n3[nH]c(=O)cc3n2)c1
    4%	1%	8%	x	x	x	-10%	-1%	-0.6%
- CNC(=O)CN(c1ccc(C23CC4CC(CC(C4)C2)C3)cc1)S(C)(=O)=O
    -18%	-9%	-20%	0%	2.3	i	-1%	1%	0.2%
- CC(=O)Nc1ccc(-c2cc(C(=O)O)c3c(-c4ccccc4)[nH]nc3n2)cc1
    15%	4%	-14%	x	x	x	12%	-4%	0.5%
- COc1ccccc1NC1=C(Cl)C(=O)OC1OC(=O)c1ccco1 (stereo unspecified)
    -3%	-22%	5%	0%	-2.2	i	2%	-11%	u
- O=C(Cn1c(=O)c(C(F)(F)F)nc2ccccc21)Nc1cccc(Br)c1
    u	-3%	u	x	x	x	-22%	14%	3.5%
- COc1ccc(C=NNC(=O)c2ccccc2NS(=O)(=O)c2cccs2)cc1O
    13%	0%	13%	-2%	-1.2	i	11%	-4%	2.3%
- CCN(CCn1cccn1)C(=O)CCc1nnc(CCc2ccccc2OC)o1
    0%	-1%	u	0%	3.5	i	2%	-1%	9.4%
- Cc1ccc(OCc2nc(-c3ccccn3)no2)c(Br)c1
    -3%	-37%	u	-3%	-2.1	i	29%	-3%	-2.1%
- CCn1ccnc1CN(C)C(=O)CC1C(=O)NCCN1Cc1c(F)cccc1Cl (stereo unspecified)
    7%	5%	-3%	3%	2.1	i	-14%	0%	-0.4%
- CCOc1ccc(-n2ccn3c(CC(C)CC(=O)O)nnc3c2=O)cc1 (stereo unspecified)
    3%	7%	u	x	x	x	-4%	-2%	0.0%
- O=c1c2cc([N+](=O)[O-])ccc2nc2n1CCC2
    -12%	-17%	-7%	-1%	0.6	i	-6%	-7%	-0.5%
- Cc1cc(C(=O)COC(=O)c2ccc[nH]c2=O)c(C)n1C1CC1
    8%	1%	u	2%	-2.3	i	17%	-2%	0.2%
- CCc1ccc(N2CC(C(=O)Nc3ccc(S(=O)(=O)Nc4nccs4)cc3)CC2=O)cc1 (stereo unspecified)
    4%	14%	-27%	0%	-1.3	i	1%	5%	-0.5%
- Nc1c(NCc2ccccc2)c(=O)c1=O
    20%	14%	6%	3%	-2.2	i	-17%	7%	-0.7%
- O=C1CCN(Cc2nc(-c3ccc(Cl)cc3)no2)CCN1
    7%	-14%	9%	1%	-2.9	i	0%	4%	0.5%

The line under a structure holds: TGFb inhibitor	HepG2 viability	Nrf2 inh	Mm-Cpn inhibitor	CCT modulator	Akt phos inh	Abeta rescue	A549 tox	Nrf2 activator
- O=C(CSc1nc2ccccc2c(=O)n1CCCO)NC1CC1
    8%	10%	9%	-2%	0.2	i	-4%	0%	0.2%
- CCCC(=O)N/C(N)=N/c1nc(C)c2ccccc2n1
    2%	10%	-9%	1%	-0.4	i	1%	-4%	11%
- O=C(Nc1ccc(S(=O)(=O)Nc2ncccn2)cc1)C12CC3CC(CC(Cl)(C3)C1)C2
    -5%	14%	-2%	-2%	-0.7	i	-5%	-10%	0.2%
- Cc1ccc(-c2cc(C(=O)Nc3nccs3)c3ccccc3n2)o1
    -2%	-1%	-22%	-2%	1.3	i	-7%	-12%	4.1%
- CCc1ccc(NC(=O)C2(C)Cc3ccccc3C(=O)O2)cc1 (stereo unspecified)
    6%	-3%	u	0%	-1.7	i	-2%	-1%	4.0%
- O=C(C[n+]1cc(Br)cc2ccccc21)c1ccccc1
    u	-34%	5%	-9%	-1.9	i	-9%	u	18%
